# Assay outcomes: PubChem, several laboratories
# SKKanGAS inh = blocks kanamycin growth of S. pyogenes SKKanGAS strain; BacTiter-Glo, 6 h; 300,000 tested, 1.3% active; inhibition, % at 7.5 µM;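 active means mean replicate score, as percent of positive control median, at least 50; inconclusive means mean below 50 but one replicate at or above 50; inactive means mean and every replicate below 50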;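 further: strain carries kanamycin resistance gene driven by streptokinase promoter and grows in 40 µg/ml kanamycin; loss of luminescence reflects streptokinase promoter inhibition or plain growth inhibition; 0% = median of DMSO wells and 100% = positive control at its reference dose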
# KCNQ1 inh = inhibitors of human KCNQ1 potassium channel; P51787; CHO-K1 KCNQ1, FluxOR thallium flux fluorescence; active compounds read high; B-score at 10 µM; 310,000 tested, 1.3% active; AID 2642;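 active means compounds whose thallium flux B-score, printed positive for inhibition, exceeds three library SD while starting fluorescence stays within three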;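 further: channel opened by potassium depolarization with thallium stimulus after 20 min compound exposure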
# KCNK3 block = human KCNK3 channel inhibition, primary screen | CHO-KCNK3 thallium flux, FluxOR fluorescence; active compounds read low | AID 602410 | B-score at 10 µM | 340,000 tested, 0.84% active | O14649;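 active means B-score under library mean minus 4 SD, starting fluorescence ratio at most library mean plus 5 SD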;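 further: more negative B-score means stronger inhibition of thallium flux through KCNK3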
# HDAC3 inhib = inhibitors of human histone deacetylase 3; recombinant HDAC3, fluorogenic peptide/trypsin coupled, fluorescence; 320,000 tested, 0.15% active; inhibition, % at 8.3 µM; O15379; in the data active means inhibition above about 26%, passing the limit was not always enough; inconclusive means no clear call, values can overlap the other calls
# TMEM16A act = mouse TMEM16A channel activation, primary screen; Q8BHY3; HEK293 TMEM16A/YFP-H148Q/I152L, iodide quench fluorescence; active compounds read low; B-score at 10 µM; 340,000 tested, 0.3% active; AID 623877;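 active means fluorescence-ratio B-score plate-corrected deviation score at least 3 library SD below zero, with starting fluorescence score within 5 deviations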;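 further: channel opened by trigger with iodide after compound preincubation; score built on the fluorescence ratio of max minus min over baseline; more negative score means more quench and so TMEM16A activation or potentiation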
# Target sequence (Q8BHY3 whole entry, looked up): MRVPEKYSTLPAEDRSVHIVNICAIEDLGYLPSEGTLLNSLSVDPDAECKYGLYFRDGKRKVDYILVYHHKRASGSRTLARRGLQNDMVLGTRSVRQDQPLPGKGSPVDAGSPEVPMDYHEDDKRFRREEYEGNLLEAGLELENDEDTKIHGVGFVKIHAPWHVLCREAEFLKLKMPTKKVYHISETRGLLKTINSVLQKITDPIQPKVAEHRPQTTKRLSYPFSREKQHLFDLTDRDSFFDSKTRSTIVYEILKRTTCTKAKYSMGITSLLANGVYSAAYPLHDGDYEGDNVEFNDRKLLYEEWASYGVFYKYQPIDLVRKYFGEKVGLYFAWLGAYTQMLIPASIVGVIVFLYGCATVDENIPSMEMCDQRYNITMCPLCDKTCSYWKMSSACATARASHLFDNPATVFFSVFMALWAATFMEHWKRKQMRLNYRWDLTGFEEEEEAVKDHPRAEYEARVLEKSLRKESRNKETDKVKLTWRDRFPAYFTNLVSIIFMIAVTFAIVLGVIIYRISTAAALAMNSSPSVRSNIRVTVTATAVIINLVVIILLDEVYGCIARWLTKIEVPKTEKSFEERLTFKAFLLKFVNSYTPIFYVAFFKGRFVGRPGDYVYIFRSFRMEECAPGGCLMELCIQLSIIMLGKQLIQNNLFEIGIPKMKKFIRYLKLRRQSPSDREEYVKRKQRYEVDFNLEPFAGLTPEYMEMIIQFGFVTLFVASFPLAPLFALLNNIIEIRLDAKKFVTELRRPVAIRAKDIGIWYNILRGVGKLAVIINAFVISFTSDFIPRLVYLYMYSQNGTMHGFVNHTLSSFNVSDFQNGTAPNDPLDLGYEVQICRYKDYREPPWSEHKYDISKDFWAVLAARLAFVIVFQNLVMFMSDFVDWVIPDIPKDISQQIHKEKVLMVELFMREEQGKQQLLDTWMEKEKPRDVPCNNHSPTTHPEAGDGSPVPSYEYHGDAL
# KCNQ1 pot = human KCNQ1 channel potentiation or activation. P51787. 310,000 tested, 0.35% active. B-score at 10 µM. CHO-K1 KCNQ1, thallium flux FluxOR fluorescence; active compounds read high;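 active means fluorescence ratio B-score, a plate-corrected score, at least three library SD, with initial intensity B-score within 5 SD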
#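 assay system = KCNQ1-transfected CHO-K1 cells | medium = assay buffer with matched DMSO | probe or stimulus = depolarizing K+/Tl+ stimulus, K2SO4 and Tl2SO4 each 12.5 mM in 5x stock | dosing = single dose | incubation = dye 90 min, compound 20 min, room temperature | detection = kinetic FluxOR fluorescence, 10 s baseline plus 110 s post-stimulus | evaluation = ratio B score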
# ANO1 block = mouse TMEM16A channel inhibition, primary screen; Q8BHY3; HEK293 TMEM16A/YFP iodide influx fluorescence, ionomycin; normalized B-score (activity score, 25-100; higher = stronger inhibition) at 10 µM; 310,000 tested, 1.2% active;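 active means ratio plate-corrected score three or more library SD toward inhibition, starting fluorescence score within five deviations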;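 further: score derived from kinetic fluorescence span divided by baseline fluorescence per well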
# RGS4 block = human RGS4 inhibition. HEK293 M3R/RGS4 inducible, Fluo-4 calcium flux; active compounds read high; triggered by carbachol at its EC20. 310,000 tested, 0.45% active. B-score at 10 µM;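 active means B-score, a plate-corrected calcium signal, over three deviations above library mean, with baseline fluorescence within five deviations of library mean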;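 further: RGS4 expression induced by doxycycline in cells with stable M3 receptor; B-score is computed from the integrated fluorescence ratio over baseline after carbachol; higher B-score means a larger calcium signal and so more RGS4 inhibition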
# KCNK9 inh = inhibitors of human KCNK9 two-pore domain potassium channel; HEK293 KCNK9, FluxOR thallium flux fluorescence; active compounds read low; B-score at 10 µM; 310,000 tested, 1.2% active; AID 488922;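 active means ratio B-score over 3 SD below the library mean, with starting fluorescence within 5 SD of its mean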;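 further: negative B-score means less thallium flux so channel inhibition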
# RGS4 act = potentiators or activators of RGS4 | B-score at 10 µM | HEK293 M3R/inducible RGS4, carbachol calcium flux Fluo4; active compounds read low | 310,000 tested, 0.92% active;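 active means B-score of the integrated calcium signal more than 4 SD below the library mean, with starting fluorescence not abnormally high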;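 further: negative B-score means reduced calcium response which marks RGS4 activation or potentiation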
#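 Detection: kinetic calcium fluorescence imaging with Fluo4-AM dye, 2 µM / Material: HEK293 cells with stable M3R and inducible RGS4 / Schedule: recording 10 s baseline at 1 Hz, 100 s post-agonist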
# hERG protect = shields human hERG channel from block by proarrhythmic agents | AID 1511 | 310,000 tested, 0.51% active | activation (rescue from dofetilide block), less the hit threshold, % at 10 µM | CHO-hERG, FluxOR thallium flux, dofetilide IC70 present | Q12809;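 active means activation above the mean of controls blocked by dofetilide plus 5 SD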;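 further: thallium influx through hERG after potassium depolarization seen as dye fluorescence rise; in these data hits start at about 4.7%; inactives centre near -7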
# * hit, by the source's call; i = inactive; ? = inconclusive; nt = no result given.
SMILES,SKKanGAS inh,KCNQ1 inh,KCNK3 block,HDAC3 inhib,TMEM16A act,KCNQ1 pot,ANO1 block,RGS4 block,KCNK9 inh,RGS4 act,hERG protect
CCN(CC)CCCNc1oc(/C=C/c2ccccc2)nc1C#N,-2,i,i,-350,i,i,i,i,i,i,-12
Clc1nc(Cl)nc(NCCC2=CCCCC2)n1,4,i,i,2,i,i,i,i,i,i,-2
Cc1ccc(S(=O)(=O)N2CCC(C(=O)Nc3ccccc3N3CCCC3)CC2)cc1C,-6,i,i,-4,i,i,i,i,i,i,-15
CC1=NN(C(=O)c2csc(C)c2)C(O)(C(F)(F)F)C1 (configuration not stated),7,i,i,-1,i,i,i,i,i,i,-6
CN(C)CCN(C(=O)/C=C/c1cccs1)c1nc2c(F)cc(F)cc2s1,6,i,i,nt,i,i,i,i,i,i,-10
CC(CC(=O)Nc1cc(C(F)(F)F)ccc1Cl)c1ccccc1 (configuration not stated),24,i,i,11,i,i,i,i,i,i,-4
Cc1ccccc1C(=O)O/N=C(\N)c1ccncc1,-3,i,i,-2,i,i,i,i,i,i,1
CC(C)Cn1c(=O)c2c(nc3n2CCS3)n(C)c1=O,1,i,i,1,i,i,i,i,i,i,-6
CCOc1cc(Br)c(C(=O)O)cc1OCC,-1,i,i,-2,i,i,i,i,i,i,-7
Cc1ccc(NC(=O)CSc2nccn2C)cc1S(=O)(=O)N1CCOCC1,1,i,i,4,i,i,i,i,i,i,0
COc1cccc(C(=O)Nc2cccc(C(C)=O)c2)c1,-6,i,i,2,i,i,i,i,i,i,-2
COc1cccc(C(=O)Nc2cccc3ccccc23)c1OC,-3,i,i,-2,i,i,i,i,i,i,-4
COc1ccc(/C=N/NC(=O)c2cc(Br)ccc2O)cc1Cn1cc(Cl)cn1,5,i,i,-1,i,i,100*,i,i,i,-13
CCNc1nc(NC(C)(C)C)nc(N2CCCCC2)n1,30,i,i,nt,i,i,i,i,i,-7.9*,-16
Cc1noc(/C=C/c2cccnc2)c1[N+](=O)[O-],4,i,i,6,i,i,i,5.7*,i,i,-4
COc1ccc(NC(=O)CCn2cccc2)cc1,2,i,i,2,i,i,i,i,i,i,-8
CCN(CC)c1ccc(/C=N/n2nnnc2N)c(O)c1,1,i,i,?,i,i,i,i,i,i,-9
CO/N=C/NC(=O)Cc1cn(-c2ncc(C(F)(F)F)cc2Cl)c2ccccc12,-2,i,i,1,i,i,i,i,i,i,-9
COc1ccc(OC)c(NC(=O)Cc2c(C(=O)O)n(C)c3ccccc23)c1,7,i,i,4,i,i,i,i,i,i,-5
O=[N+]([O-])c1ccc(N2CCOCC2)cc1NC(c1ccccc1)c1ccccc1,-3,i,i,2,i,i,i,i,i,i,-15
Cc1cc(C(F)F)n2nc(C(=O)Nc3cccnc3Cl)nc2n1,-3,i,i,-8,i,i,i,i,i,i,-4
Cc1ccc(-n2cc(CN3CCC(O)(c4ccccn4)CC3)c(-c3ccc(F)cc3)n2)cc1,-3,i,i,4,i,i,i,i,i,i,-25
COc1ccccc1C(=O)N(Cc1ccc(C)o1)C1CCS(=O)(=O)C1 (configuration not stated),28,i,i,-3,i,i,i,i,i,i,-12
CC(C)Cc1cc(C(=O)NCc2cccs2)no1,1,i,i,7,i,i,i,i,i,i,-4
Cc1ccc(C(=O)c2coc3cc([N+](=O)[O-])c(O)c([N+](=O)[O-])c23)cc1,34,i,i,5,i,i,i,i,i,i,-4
O=C(/C=C/c1ccccc1)NC(=S)Nc1ncccn1,2,i,i,2,i,i,i,i,i,i,-5
Cn1c(-c2sc(=S)n(-c3ccccc3)c2N)nc2ccccc21,-1,i,i,4,i,i,i,i,i,i,-7
COC(=O)C1Cc2ccccc2CN1S(=O)(=O)c1ccc(F)cc1 (configuration not stated),3,i,i,-5,i,i,i,i,i,i,-9
Cn1nc(NC(=O)C(C)(C)C)c2c(F)cccc21,-4,i,i,-3,i,i,i,i,i,i,-7
Cc1ccc(NS(=O)(=O)c2cccc(C(=O)NCC(c3cccs3)N(C)C)c2)cc1 (configuration not stated),-9,i,i,-3,i,i,i,i,i,i,-13
Cc1ccc(Cn2ncn(-c3ccccc3)c2=O)cc1,-22,i,i,0,i,i,i,i,i,i,-16
COc1cccc(C2CC(=O)C3=C(C2)Nc2ccccc2N(C(=O)CCC(=O)O)C3c2ccc(F)cc2)c1 (configuration not stated),-17,i,i,-7,i,i,i,i,i,i,-12
Cn1c(CCN2CCCCCC2)nc2cc(NC(=O)Nc3ccccc3)ccc21,-12,i,i,2,i,i,i,i,i,i,-11
O=C(NNS(=O)(=O)c1ccccc1)c1ccc(S(=O)(=O)N2CCCCC2)cc1,7,i,i,-2,i,i,i,i,i,i,-10
CCC(=O)N/C(N)=N/c1nc2ccccc2o1,5,i,i,1,i,i,i,i,i,i,-7
Cc1ccc(Nc2ccc(C(=O)NCCc3ccccc3)cn2)cc1,-10,i,i,1,i,i,i,i,i,i,-3
CCCc1cc(C(=O)N2CCCC(Cc3ccccc3C)(C(=O)OCC)C2)no1 (configuration not stated),-12,i,i,-2,i,i,i,i,i,i,-13
CCc1cccc(NC(=O)Cn2c(-c3ccccc3)cc(C(C)=O)c2C)c1,-2,i,i,5,i,i,i,i,i,i,-2
CCOC(=O)c1ccc(N2C(=O)C3CC=CCC3C2=O)cc1 (configuration not stated),2,i,i,2,i,i,i,i,i,i,-3
COC(=O)c1sccc1NC(=O)c1cc(-c2cc(C)ccc2C)nc2ccccc12,-2,i,i,7,i,i,i,i,i,i,-16
CC(=O)c1cccc(CN2CCC(CO)(CCCc3ccccc3)CC2)c1,-2,i,i,0,i,i,i,i,i,i,-18
COc1cc(/C=C2/C(=O)NN(c3ccc(Cl)cc3)C2=O)cc(OC)c1O,-1,i,i,-2,i,i,i,i,i,i,-10
CCOc1ccc(NC(=O)CSc2nnc(-c3ccco3)n2N)cc1,-1,i,i,11,i,i,i,i,i,i,-3
CC(C)(C)n1nc2c(c1NC(=O)c1ccc(Br)cc1)CS(=O)C2 (configuration not stated),-7,i,i,3,i,i,i,i,i,i,-6
Cc1cc(C)c2c(-n3cccc3)c(NC(=O)OC(C)C)sc2n1,-2,i,i,5,i,i,i,i,i,i,-6
O=[N+]([O-])c1cccnc1NCc1cccs1,2,i,i,7,i,i,i,i,i,i,-10
CCC(C)C(NS(=O)(=O)c1ccc(C)cc1)C(=O)O (configuration not stated),-4,i,i,-1,i,i,i,i,i,i,-4
COc1ccccc1C(=O)Nc1c(C(=O)N2CCN(C)CC2)oc2ccccc12,-1,i,i,2,i,i,i,i,i,i,-9
COc1ccc(CCNC(=O)C2CCC(=O)N2S(=O)(=O)c2ccc(C)cc2)cc1 (configuration not stated),-4,i,i,2,i,i,i,i,i,i,-4
CC1Cc2cc(S(=O)(=O)N3CCN(c4cccc(Cl)c4)CC3)ccc2N1C(=O)C1CC1 (configuration not stated),2,i,i,-3,i,i,i,i,i,i,-5
CN(C)c1ccc(N2C(=NC(=O)COc3ccccc3)SC3CS(=O)(=O)CC32)cc1 (configuration not stated),-5,i,i,-2,i,i,i,i,i,i,-8
Cc1nn(C)cc1/C=N/NC(=O)C(C)(C)Oc1ccc(Cl)cc1,-1,i,i,0,i,i,i,i,i,i,-15
O=C(NCCO)c1scc2c1OCCO2,4,i,i,-7,i,i,i,i,i,i,-4
COC(=O)CCCC1=CC2=C(c3ccccc3)C(=O)C(C)(OC(=O)C3CCCC3)C(=O)C2=CN1c1ccccc1 (configuration not stated),0,i,i,6,i,i,i,i,i,i,-7
Cc1onc(-c2c(Cl)cccc2Cl)c1C(=O)NC1C(=O)N2C1SC(C)(C)C2C(=O)O (configuration not stated),79*,i,i,-8,i,i,i,i,i,i,-5
[O-][n+]1ccccc1SCc1ccccc1,1,i,i,-8,i,i,i,i,i,i,-7
CCOc1ccccc1C1C(C#N)=C(N)SC(N)=C1C#N,1,i,i,5,i,i,i,i,i,i,-11
CCOC(=O)C1(Cc2cccc(OC)c2)CCN(Cc2cc(OC)ccc2OC)CC1,-13,i,i,2,i,i,i,i,i,i,-11
O=C(CNc1cccc(S(=O)(=O)N2CCOCC2)c1)Nc1ccccc1F,-1,i,i,3,i,i,i,i,i,i,-13
O=C(O)Cn1nnc(-c2ccc(OCc3ccccc3)cc2)n1,-3,i,i,2,i,i,i,i,i,i,2

# Next section.
SMILES,SKKanGAS inh,KCNQ1 inh,KCNK3 block,HDAC3 inhib,TMEM16A act,KCNQ1 pot,ANO1 block,RGS4 block,KCNK9 inh,RGS4 act,hERG protect
COc1ccc(C)c(NC(=O)C2CC(=O)NC3=C2C(=O)CCC3)c1 (configuration not stated),3,i,i,4,i,i,i,i,i,i,-9
O=C(COC(=O)c1cnc(Cl)c(Cl)c1)Nc1ccc(S(=O)(=O)N2CCCC2)cc1,6,i,i,6,i,i,i,i,i,i,-14
CC1(C)CC(=O)C2=C(C1)NCN(CCCN1CCOCC1)C2,2,i,i,3,i,i,i,i,i,i,-17
O=C(NCc1ccccc1)c1onc(CSc2ccccn2)c1C(=O)NCc1ccccc1,14,i,i,?,i,i,i,i,i,i,-6
COc1ccc(NC(=O)CS(=O)CC(=O)Nc2ccc(F)cc2F)cc1 (configuration not stated),4,i,i,-6,i,i,i,i,i,i,-9
COc1ccc(-c2nc(CS(=O)(=O)CC(=O)NCCCN3CCN(C)CC3)c(C)o2)cc1,-6,i,i,-1,i,i,i,i,i,i,-10
CC(C)COC(=O)c1ccc(NC(=O)C2C3CCC(C3)C2C(=O)O)cc1 (configuration not stated),-6,i,i,-1,i,i,i,i,i,i,-6
CCN(CC(=O)NC1CCS(=O)(=O)C1)S(=O)(=O)c1ccc(Cl)cc1C(F)(F)F (configuration not stated),-5,i,i,0,i,i,i,i,i,i,-3
